JMJD2A Tudor inh: qHTS Assay for Inhibitors of JMJD2A-Tudor Domain. Lysine-specific demethylase 4A (Homo sapiens), O75164. 4.4% of 390,000 active. AlphaScreen JMJD2A-Tudor / H3K4me3 peptide binding. Potency, µM (highest dose often 114 µM), for inactives: at the top dose activity change, negative = inhibition, actives largely listed as inhibitors; also: % is scaled to controls: 0 for no effect and ±100 for the full control effect; nearly all actives have a fitted effect of over 50% in size
G9a inh: qHTS Assay for Inhibitors of Histone Lysine Methyltransferase G9a. Histone-lysine N-methyltransferase EHMT2 (Homo sapiens), Q96KQ7. 8.8% of 350,000 active. Potency, µM (doses to about 102 µM), inactives show at the highest dose activity, negative = inhibition, hits mostly inhibitors. G9a H3K9 monomethylation, AlphaScreen, 2 h; also: % is scaled to controls: 0 for no effect and ±100 for the full control effect; nearly all actives have a fitted effect of over 75% in size
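AlphaScreen detection with an anti-monomethyl H3K9 antibody quantified product after a 2 h room-temperature reaction containing 500 nM biotinylated H3K9 peptide, 20 µM SAM and 20 nM enzyme, which had been preincubated 15 min with compound.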
BAZ2B block: qHTS Assay for Inhibitors of BAZ2B; Bromodomain adjacent to zinc finger domain protein 2B (Homo sapiens), Q9UIF8; AlphaScreen BAZ2B-H3K14Ac peptide displacement; Potency, µM (titrated, usually from 114 µM), for inactives: at the top dose activity change, negative = inhibition, usual class: inhibitors; 4.4% of 360,000 active; also: % is scaled to controls: 0 for no effect and ±100 for the full control effect; nearly all actives have a fitted effect of over 60% in size
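AlphaScreen displacement of biotin-H3(5-23)K14Ac peptide (50 nM final) from BAZ2B (50 nM final) in PBS pH 7.4, 0.01% Tween-20; complex preformed 30 min RT, then compounds (top 110 uM) 30 min RT, beads 20 min dark.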
APEX1 inh: qHTS Assay for Inhibitors of the Human Apurinic/apyrimidinic Endonuclease 1 (APE1) | AID 2517, 2012 | Potency, µM (top dose mostly 65.8 µM), without a hit: at the top dose activity change, negative = inhibition, actives largely listed as inhibitors | 0.35% of 350,000 active | recombinant APE1, TAMRA/BHQ-2 abasic DNA cleavage fluorescence;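 also: plate controls were vehicle for no effect and reference inhibitor for full effect; nearly all actives have a fitted effect of over 55% in size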
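Incision of a quenched TAMRA/BHQ-2 THF abasic-site duplex (50 nM) by 0.75 nM APE1, after 15 min compound preincubation, measured as fluorescence increase over three 60 s reads. Values normalized to buffer, DMSO and NSC13755 control wells.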
Pol kappa inh: qHTS for Inhibitors of Polymerase Kappa | 0.53% of 400,000 active | AID 588579, 2011 | purified Pol kappa, fluorescent DNA synthesis assay, 10 min | Potency, µM (doses to about 107 µM), for the others: at the top dose activity, negative = inhibition, most hits filed as inhibitors | DNA polymerase kappa (Homo sapiens), Q9UBT6; also: % is scaled to controls: 0 for no effect and ±100 for the full control effect
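Fluorescent qHTS in 1536-well format: enzyme (10 nM) and compound sat 15 min at room temperature before 50 nM substrate (final) was added. Signal taken at 0 and 10 min; no-enzyme buffer wells were negative controls.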
Pol iota inh: qHTS for Inhibitors of Polymerase Iota; AID 588590, 2011; Potency, µM (titrated, usually from 115 µM), for the others: at the highest dose activity, negative = inhibition, most hits filed as inhibitors; Pol iota fluorescent replication assay, 10 min; DNA polymerase iota (Homo sapiens), Q9UNA4; 1% of 390,000 active
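Pol iota at 10 nM preincubated 15 min with compounds at room temperature; reaction started with fluorescent substrate, 50 nM final. Fluorescence read kinetically at 0 and 10 min; buffer-only wells as negative control.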
Pol eta inh: qHTS for Inhibitors of Polymerase Eta; Potency, µM (series often up to 114 µM), without a hit: at the top dose activity change, negative = inhibition, actives largely listed as inhibitors; 1.2% of 390,000 active; AID 588591, 2011; recombinant Pol eta, fluorescent DNA replication assay; also: % is scaled to controls: 0 for no effect and ±100 for the full control effect
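Pol eta (10 nM) was preincubated with compounds for 15 min at room temperature, after which fluorescent replication substrate (50 nM final) was added to start the reaction. Fluorescence was read kinetically at 0 and 10 min.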
BLM inh: qHTS Assay for Inhibitors of Bloom's syndrome helicase (BLM); RecQ-like DNA helicase BLM (Homo sapiens), P54132; recombinant BLM DNA unwinding, fluorescence dequenching; Potency, µM (doses to about 56.1 µM), for the others: at the top dose activity change, negative = inhibition, actives largely listed as inhibitors; 0.2% of 350,000 active; AID 2528, 2010;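 also: plate controls were vehicle for no effect and no enzyme for full effect; nearly all actives have a fitted effect of over 35% in size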
POLB inh: qHTS Assay for Inhibitors of DNA Polymerase Beta | Potency, µM (doses to about 114 µM), for the others: at the highest dose activity change, negative = inhibition, most hits filed as inhibitors | P06746 | Pol beta primer extension/strand displacement, fluorescence kinetic | 1.3% of 340,000 active; also: % is scaled to controls: 0 for no effect and ±100 for the full control effect
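Homogeneous kinetic assay of primer extension and strand displacement by 10 nM Pol beta, preincubated 15 min at room temperature with compound before 50 nM substrate (final) was added. Read at 0 and 10 min; four-parameter Hill fit.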
Numbers without * were called inactive; ? = inconclusive; · = no result given; & = joins results of further samples; [ ] = remark or other dose. Calls follow the shape of the dose curve; as a rule, active = well fitted curve in the direction sought with a large enough effect; inconclusive = small, poorly fitted or top-dose-only effect, or another doubt; inactive = no such curve, though single readings can be large; an effect the other way counts as inactive or inconclusive. Potency is read from the fitted curve at half-maximal effect. A portion of the library; rates above refer to the full screens.

SMILES	JMJD2A Tudor inh	G9a inh	BAZ2B block	APEX1 inh	Pol kappa inh	Pol iota inh	Pol eta inh	BLM inh	POLB inh
CCc1ccc(-n2c(=O)c3c(C)c(C(=O)N(C)C)sc3n(Cc3cccc(C)c3)c2=O)cc1	-16%	-4%[59 µM]	-27%	·	-4%[60.1 µM]	0%	7%	-1%	49%
COc1ccc(N(CC2CO2)S(=O)(=O)c2ccccc2)cc1 (stereo not given)	-3%	·	3%	1%	-11%	6%	8%	-3%	17%
CCN(CC)c1ccc(NC(=O)CN2CCN(S(=O)(=O)c3ccc(C(C)C)cc3)CC2)cc1	14µM*	?	7.9µM*	·	-7%[60.1 µM]	14%	-21%	-12%	-11%
Cc1cc(C)c(NC(=O)CCCC(=O)O)c(Cl)c1	-9%	-2%[59 µM]	5%	1%	4%	11%	3%	2%	13%
COc1cc(/C=N/Nc2ccccn2)ccc1O	-11%	?	-31%	0%	-10%	29%	-15%	-2%	-14%
COc1ncnc(OC)c1S(=O)(=O)Nc1ccc(C(F)(F)F)cc1	-8%	-11%[2.33 µM]	13%	-6%	-13%	-8%	-24%	-10%	27%
c1ccc(Cn2c(-c3ccco3)nc3nc4ccccc4nc32)cc1	-21%	8%[59 µM]	-4%	-1%	-10%	10%	?	-8%	?
CCC(C)n1c(S(=O)(=O)O)nc2ccccc21 (stereo not given)	-13%	79µM*	?	2%	-8%	-11%[58.9 µM]	-17%	1%	18%
COc1ccc(CNC(=O)C2(CC3CC(c4ccccc4)=NO3)CCN(C(=O)c3cccc(O)c3)CC2)cc1 (stereo not given)	-17%	·	·	·	3%	-2%	-1%	·	·
CCOc1ccc(C(=O)NCC(=O)OCC(=O)Nc2ccc(C)c(S(=O)(=O)N(C)C)c2)cc1	-9%	-6%	-11%	-2%	5%	-9%	-15%	-9%	-5%
CC(=O)Nc1cccc(NS(=O)(=O)c2cccc3nsnc23)c1	-7%	-31%[59 µM]	4%	-1%	-4%	2%	-10%	-1%	-26%
Fc1ccc(C(NCCc2ccc(Cl)cc2)c2nnc(-c3ccccc3)o2)c(Cl)c1 (stereo not given)	33%	221%[activator][59 µM]	87%[activator]	·	6%	4%	-22%	-7%	1%
CCn1c(CCC(=O)O)nc2cc(S(=O)(=O)N(C)C)ccc21	-4%	-2%	·	0%	4%	33%	-10%	4%	-4%
Cc1cc(=O)oc2cc(OC(=O)CCN3C(=O)c4ccccc4C3=O)ccc12	-11%	-17%[59 µM]	-30%	1%	-1%	15%	9%	7%	5%
CCOC(=O)c1c(-c2ccc(C)cc2)csc1NC(=O)C1CCCO1 (stereo not given)	26%	-1%[59 µM]	5%	5%	-14%	-18%	-17%	-8%	10%
COCCN(C(=O)COC(=O)c1ccc(C)o1)c1c(N)n(Cc2ccccc2)c(=O)[nH]c1=O	4%	-4%	-2%	17%	-7%	8%	-5%	·	·
Cc1ccc(OCC(=O)NNC(=O)C2CCN(c3ncnc4sc(C)c(C)c34)CC2)cc1	-22%	-4%[0.501 µM]	8%	13%	-5%	-3%	0%	·	·
CCC1=C2CC[C@H]3C(=O)N(C)C(=O)[C@H]3[C@H]2[C@@]2(Cc3ccccc3)C(=NCCOC)OC(=O)N2C1=O	-13%	4%[59 µM]	10%	-3%&-1%	-2%	13%	-1%	-1%&-1%	-1%
O=C(OCCN1CCN(C2=NS(=O)(=O)c3ccccc32)CC1)c1cccc(Br)c1	-10%	34%	-15%	30%	-11%	34%[activator]	-17%	-7%	-2%
COc1ccccc1C(=O)C1CCCN(C(=O)c2ccccn2)C1 (stereo not given)	-3%	8%	3%	12%	-10%	63%[activator]	-16%	0%	-1%
N#Cc1nc(N)nc(N(c2ccccc2)c2ccccc2)n1	7%[11.4 µM]	2%	-3%	-3%	-13%&4%	?	-3%	-6%	22%
CNC(=S)N1CCN(C(=O)C2CCCO2)CC1 (stereo not given)	-5%	15%[59 µM]	5%	1%	-10%	9%	-9%	1%	27%
Cc1ccc(NC(=O)c2c(C)oc3ccc(O)c(CN4CCN(Cc5ccccc5)CC4)c23)cc1	-25%	-42%[59 µM]	-20%	·	-23%	-25%	2%	-5%	8%
Cc1cccc(NC(=O)C2C(c3ccccc3)C2(Cl)Cl)c1C (stereo not given)	-5%[57.1 µM]	6%	4%	-5%	-11%	-2%	-4%	-9%	-1%
CCCCC[C@]12Cc3cc(OC)c(OC)cc3C(O1)c1c(cc(C)n(-c3ccccc3)c1=O)O2	·	8%[2.33 µM]	11µM*	-22%[12.4 µM]	·	·	·	-9%[12.4 µM]	7%[22.9 µM]
O=C1c2ccccc2-c2c1cccc2C(=O)N(CCO)CCO	-24%	17%[59 µM]	3%	-2%	12%	70%[activator]	-12%	1%	0%
Cc1cccc(C(=O)NNC(=O)c2ccco2)c1O	-11%	·	·	·	-17%	5%	-9%	·	·
Cc1ccc(C(=O)c2ccc(O)cc2)cc1C	-10%[57.1 µM]	23%[59 µM]	9%	-7%	-12%	27%	5%	-6%	-1%
COc1ccc2c(c1)CCc1c(C(=O)Nc3ccc(F)c(Cl)c3)noc1-2	-7%	-2%[59 µM]	-8%	·	12%	-3%	0%	-3%	24%
O=Nc1c(O)[nH]c2ccc(Cl)c(Cl)c12	-21%	·	·	·	-3%	61%[activator]	-5%	·	·
COC(=O)CSc1nnc(CNC(=O)c2ccccc2F)n1-c1ccc(F)cc1	-9%	6%	-7%	2%	-19%	-21%	-4%	2%	-5%
C=CCN(c1ccccc1)S(=O)(=O)c1ccc(Cl)c(C(=O)OCC(=O)c2[nH]c(C)c(C(C)=O)c2C)c1	-9%	?	0%	-1%	-13%	132%[activator]	-14%	-1%	16%
COc1cccc(-c2ccc(C#N)c(=O)[nH]2)c1	3%	9%	0%	-1%	-3%	48%[activator]	-20%	-1%	-2%
COc1ccc(NC(=O)CSCC(=O)N(C)Cc2cccc(OC)c2OC)cc1	-17%	-26%	-3%	9%	-11%	17%	-5%	·	·
O=C(c1nc2ccc(Cl)cn2c1CN1CCC(O)CC1)N1CCc2ccccc2C1	-5%	?	-28%	16%	-3%	22%	-8%	-1%	18%
O=C(O)CSc1ncnc2sc3c(c12)CCCC3	-12%	·	5%	-1%	-1%	43%[activator]	-3%	3%	-6%
Cc1ccc(S(=O)(=O)N2CCN(C(=O)C3CCCCC3)CC2)cc1	-10%	12%[59 µM]	5%	2%	-11%	20%	-9%	-7%	0%
Cc1nc2ccc(NS(=O)(=O)c3ccc(F)cc3F)cc2s1	-11%	-47%[12.7 µM]	12%	10%	-8%	22%	-5%	·	·
CS(=O)(=O)N(CC(=O)N1CCCCC1)c1ccc2c(c1)OCO2	-9%	20%[12.7 µM]	-2%	13%	-1%	12%	-4%	-8%	-15%
Cc1nnc(C)c2c(C)n(C(C)c3ccccc3)c(C)c12 (stereo not given)	?	3%[59 µM]	-20%	-3%	5%	?	4%	-6%	8%

Full records as entered above. Order of values: JMJD2A Tudor inh, G9a inh, BAZ2B block, APEX1 inh, Pol kappa inh, Pol iota inh, Pol eta inh, BLM inh, POLB inh
Entry for COC(=O)CSc1nnc(CNC(=O)c2ccccc2F)n1-c1ccc(F)cc1 = -9%, 6%, -7%, 2%, -19%, -21%, -4%, 2%, -5%
Entry for O=C1c2ccccc2-c2c1cccc2C(=O)N(CCO)CCO = -24%, 17%[59 µM], 3%, -2%, 12%, 70%[activator], -12%, 1%, 0%
Entry for Cc1nc2ccc(NS(=O)(=O)c3ccc(F)cc3F)cc2s1 = -11%, -47%[12.7 µM], 12%, 10%, -8%, 22%, -5%, ·, ·

(cont.)
SMILES	JMJD2A Tudor inh	G9a inh	BAZ2B block	APEX1 inh	Pol kappa inh	Pol iota inh	Pol eta inh	BLM inh	POLB inh
CC(=O)N1CCc2[nH]c3ccc(C)cc3c2C1	-30%	25%[2.33 µM]	56µM*	5%	-14%	33%[activator]	-10%	-8%	25%
O=C(CSc1ccc(-c2ccccn2)nn1)N1CCCC1	3.2µM*	3.5µM*	7.1µM*	-1%	0%	135%[activator]	-16%	-1%	15%
CC(=O)c1cccc(NC(=O)C(C)OC(=O)c2ccc(-n3cnnn3)cc2)c1 (stereo not given)	-20%	?	10%	13%	-20%	32%[activator]	-6%	·	·
NC1=NC(=O)C(Cc2cccc(Cl)c2)S1 (stereo not given)	8%	1%[59 µM]	-4%	1%	-4%	126%[activator]	-19%	1%	1%
CC(C)(C)c1ccc(C(=O)NCCC(=O)NCc2ccco2)cc1	-17%	45µM*	?	12%	-10%	-1%[58.9 µM]	-23%	-10%	-17%
CC(=O)Nc1ccn(C2OC(C(COC(C)=O)NC(=O)C(Cc3ccccc3)NC(=O)OC(C)(C)C)C(OC(C)=O)C2OC(C)=O)c(=O)n1 (stereo not given)	-19%	·	·	0%	-3%	11%	·	1%	·
Cc1cccc(-[n+]2c(-c3cccc(Br)c3)[nH]c3nc4ccccc4nc32)c1	-8%	22%	-10%	-4%	-5%	52%[activator]	-21%	-4%	21%
CCCCC(=O)NCc1ccccc1Cl	-23%	32%	22%	3%	-12%	15%	-3%	1%	22%
Cc1ccc(C(=O)OCC(=O)NCCC2=CCCCC2)s1	-7%	?	-32%	16%	-14%	-7%	13%	1%	-4%
CC(=O)Nc1ccc(N/C(C)=C/C(=O)c2cccnc2)cc1	-3%	-3%[59 µM]	-8%	-2%	0%	4%	-13%	-1%	-8%
Cc1ccc(S(=O)(=O)N2CCN(c3nc(C(C)C)c4c(c3C#N)CC(C)(C)OC4)CC2)cc1	-4%	?	-2%	15%	-9%	0%	-10%	-1%	0%
Cc1ccc(-n2nc3c(N4CCC(C(=O)N5CCCCC5)CC4)nnc(C)c3c2C)cc1	-16%	-11%[59 µM]	-15%	·	-6%	8%	-10%	2%	30%

From PubChem
